TSG101-PTAP inh: blocks PTAP/TSG101 interaction to inhibit HIV-1 budding | Q99816 | Fluorescence polarization, FITC-PTAP peptide / Tsg101 binding | Potency, µM (titrated, usually from 115 µM), without a hit: top-dose activity change, negative = inhibition, most hits filed as inhibitors | 340,000 tested, under 10 active | AID 493005; active means well fitted inhibition curve with a large enough effect in the main read-out, with a control signal flat, not every such curve was filed as active; inconclusive means small, poorly fitted or top-dose-only effect, or effect the other way, or a change in a side signal; inactive means no such curve, though single readings can be large or run the other way; further: potency means the concentration at half of the fitted maximal effect; % of control where 0% means no effect
Target sequence (Q99816 whole entry, looked up): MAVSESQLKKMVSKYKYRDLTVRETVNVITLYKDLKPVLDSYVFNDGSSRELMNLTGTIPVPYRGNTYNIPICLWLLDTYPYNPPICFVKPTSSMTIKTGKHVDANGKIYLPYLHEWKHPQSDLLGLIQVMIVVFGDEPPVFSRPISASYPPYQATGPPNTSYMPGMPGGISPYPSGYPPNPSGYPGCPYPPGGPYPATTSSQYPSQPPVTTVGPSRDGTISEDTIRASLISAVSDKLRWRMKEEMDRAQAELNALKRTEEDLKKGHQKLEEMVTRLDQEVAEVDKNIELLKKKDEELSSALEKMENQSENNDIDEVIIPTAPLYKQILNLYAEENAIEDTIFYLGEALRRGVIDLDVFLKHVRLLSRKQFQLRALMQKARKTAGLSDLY
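Tsg101 binding domain (10 uM final) was mixed with compound and a FITC-labeled PTAP peptide (50 nM final) in HEPES pH 7.5 buffer with NaCl, Tween 20, EDTA and TCEP; fluorescence polarization was read after 20 min at r.t.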
a7 integrin act: activators of alpha7 integrin expression for muscular dystrophy. actives 0.064% (n = 350,000). Potency, µM (series often up to 38.3 µM), for inactives: at the top dose activation, usual class: activators. alpha7betagal myoblasts, beta-gal FDG fluorescence, 48 h. AID 624291;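 further: potency means the concentration at half of the fitted maximal effect; 100% = response of the positive control SU9516; nearly all actives have a fitted effect of over 60% in size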
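alpha7betagal+/- myoblasts (passage 13, 250/well) treated 48 h at 37C with compounds at 1:260 dilution of DMSO stock. Lysed, then beta-galactosidase activity read as FDG fluorescence (ex 480/em 540) after 30 min, with pre-read for autofluorescence.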
CXXC DNA block: MLL CXXC-DNA interaction inhibition; Potency, µM (doses to about 115 µM), for the others: top-dose activity change, negative = inhibition, usual class: inhibitors; Q03164; MLL-CXXC / FITC-HOXA9 DNA fluorescence polarization; actives 0.037% (n = 290,000); active means well fitted inhibition curve with a large enough effect in the polarisation, with a control signal flat, not every such curve was filed as active; inconclusive means small, poorly fitted or top-dose-only effect, or effect the other way, or a change in a side signal; inactive means no such curve, though single readings can be large or run the other way; the % refers to the polarisation; further: potency means the concentration at half of the fitted maximal effect
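Purified MLL-CXXC (added from a 7 uM solution) was preincubated 5 min at ambient with pinned compounds in 50 mM Tris-HCl pH 7.5, 50 mM NaCl, 1 mM DTT, 0.05% BSA. Fluorescein-labeled HOX-A9 DNA (50 nM solution) followed, 30 min, then polarization read.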
ELG1 DNA repair: ELG1-dependent DNA repair inhibition; HEK293T ELG1-luciferase reporter, luminescence, 16 h; DNA damage induced by 5-fluorouridine; Potency, µM (doses to about 46.1 µM), without a hit: top-dose activity change, negative = inhibition, usual class: inhibitors; actives 2.3% (n = 330,000); further: potency means the concentration at half of the fitted maximal effect; on the % scale 0 is the no-effect control and ±100 the full control effect; nearly all actives have a fitted effect of over 55% in size
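Reporter activity after DNA damage by 5-fluorouridine is monitored. Compound-treated cells incubate 16 hr at 37 °C, then ONE-Glo is added for 30 min before luminescence reading.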
BRCA1 expr act: activators of BRCA1 expression | MCF7-BRCA1-FFLuc reporter, luminescence, 48 h; response scale: scaled: vehicle 0%, 10 µM genistein 100% | Potency, µM (doses to about 46.1 µM), for inactives: top-dose activation, actives largely listed as activators | actives 1.1% (n = 380,000) | AID 624202; further: potency means the concentration at half of the fitted maximal effect; nearly all actives have a fitted effect of over 80% in size; some results filed as inactive show a strong effect at the top dose
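MCF7-BRCA1-FFLuc cells, 2000/well in phenol-red-free MEM, attached 2 h then treated 48 h at 37 C. Luciferase luminescence read 15 min after reagent; normalized to genistein maximum activation (10microM) and DMSO, concentration-response fitted.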
TCR activator: activators of T cell receptors; primary human leukocytes, anti-CD3, IL-2 HTRF, 48 h; Potency, µM (top dose mostly 9.22 µM), for inactives: at the top dose activation of IL-2 secretion, hits mostly activators; 330,000 tested, under 10 active; further: % of control where 0% means no effect
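IL-2 release read by HTRF sandwich (Eu cryptate donor, d2 acceptor, 665 nm emission) after 48 hr exposure of primary human leukocytes to compound together with anti-CD3 beads in the absence of co-stimulatory signals.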
B2AR arrestin: agonists driving beta-arrestin recruitment to human beta2-adrenergic receptor; P07550; beta-arrestin recruitment to beta2AR, cell-based reporter; Potency, µM (top dose mostly 46.1 µM), for the others: at the highest dose activation, most hits filed as activators; actives 0.02% (n = 330,000); AID 492947;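 further: potency means the concentration at half of the fitted maximal effect; 0% = DMSO controls and full agonism = EC100 isoproterenol or metaproterenol; nearly all actives have a fitted effect of over 65% in size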
Target sequence (P07550 whole entry, looked up): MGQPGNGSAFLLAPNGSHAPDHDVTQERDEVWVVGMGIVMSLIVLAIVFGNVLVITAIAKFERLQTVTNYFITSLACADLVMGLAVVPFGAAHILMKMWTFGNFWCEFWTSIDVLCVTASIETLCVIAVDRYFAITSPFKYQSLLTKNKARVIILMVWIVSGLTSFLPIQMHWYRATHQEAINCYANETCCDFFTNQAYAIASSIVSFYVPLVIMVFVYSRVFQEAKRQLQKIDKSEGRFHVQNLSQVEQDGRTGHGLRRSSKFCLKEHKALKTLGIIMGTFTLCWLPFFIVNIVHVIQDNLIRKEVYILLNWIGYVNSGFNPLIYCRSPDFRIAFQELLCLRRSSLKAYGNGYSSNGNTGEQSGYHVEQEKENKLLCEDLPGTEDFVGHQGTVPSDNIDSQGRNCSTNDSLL
TRPV1 ag: agonists of human vanilloid receptor 1 (TRPV1); Q8NER1; TRPV1-expressing cells, Fluo-8 calcium influx, agonist mode; activation, % at 8.33 µM; actives 0.19% (n = 320,000); AID 540275; in the data active means activation above about 80%; inconclusive means between about 30% and that limit; further: 0% is about no effect
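Cells expressing TRPV1 were dye-loaded with Fluo-8 and read kinetically: 10 s baseline, 3 min after compound (agonist portion), then 2 min after EC20 capsaicin (allosteric enhancer portion). Calcium-bound dye fluorescence at 480/520 nm.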
A-T KAP1 phos: candidate therapy for ataxia-telangiectasia; […] A-T fibroblasts, KAP-1 phosphorylation AlphaLISA; neocarzinostatin DNA damage 30 min before lysis; Potency, µM (series often up to 57.5 µM), for the others: top-dose activation, most hits filed as activators; actives 0.19% (n = 320,000); AID 485349; further: potency means the concentration at half of the fitted maximal effect; % of control where 0% means no effect; nearly all actives have a fitted effect of over 45% in size
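hTERT-immortalized A-T patient fibroblasts ([…]), 500 cells/well in OPTI-MEM, 1% FBS, got compounds for 60 min, then NCS for 30 min at 37C. Lysates were then assayed for phospho-KAP-1 by AlphaLISA (anti-pKAP1 donor, anti-KAP1 acceptor beads), 6 hr at 25C.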
p53 reactivation: re-activators of mutant p53 | Potency, µM (top dose mostly 92.2 µM), for the others: top-dose activity change, positive = activation, actives largely listed as activators | actives 0.063% (n = 320,000) | H1299 p53-A138V BP100-luciferase reporter, luminescence, 24 h; further: potency means the concentration at half of the fitted maximal effect; % of control where 0% means no effect; nearly all actives have a fitted effect of over 45% in size
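p53-null H1299 cells stably carrying temperature-sensitive p53-A138V and a BP100-luciferase reporter were pinned with compounds (4-point, 1:5 series) and held 24 hrs at 37 deg C. Luminescence was read 10 min after detection reagent.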
Starred values were filed as active, the others as inactive; u = inconclusive; x = no result given; [ ] = another dose, or the depositor's remark. Unless noted, the call rests on the fitted dose curve; in most records, active means well fitted curve in the direction sought with a large enough effect; inconclusive means small, poorly fitted or top-dose-only effect, or another doubt; inactive means no such curve, though single readings can be large; an effect the other way counts as inactive or inconclusive.

Value order – TSG101-PTAP inh | CXXC DNA block | B2AR arrestin | BRCA1 expr act | p53 reactivation | a7 integrin act | TCR activator | ELG1 DNA repair | A-T KAP1 phos | TRPV1 ag
1: CCC1CCC(C(=O)NNC(=O)OC)CC1 (stereo not given)
→ 3% | 3% | 0.0% | 47% | 1% | 22% | -2% | 3% | -6% | 1
2: O=C(CNC(=O)c1cccc(Br)c1)N/N=C/c1cccs1
→ -5% | 26% | -0.3% | 4% | x | 10% | 0% | 1% | -4% | 2
3: C=CCN(C)NC(=O)Nc1ccccc1
→ -5% | -2% | 0.1% | 3% | -10% | 12% | 4% | 8% | 5% | -3
4: COc1nc(N(C)C)nc(N(C#N)CCOC(C)=O)n1
→ -1% | -28% | 0.3% | -4% | -2% | 0% | -1% | 12% | -1% | 3
5: Cc1nnc(SCc2ccc(Cl)cc2)n1CC1CCCO1 (stereo not given)
→ -1% | 0% | -1.1% | 0% | -3% | 8% | 7% | -11% | -8% | x
6: CC1(C)CC2CC(C)(CN2C(=O)COc2cccc3ccccc23)C1 (stereo not given)
→ 1% | 4% | -0.1% | 0% | -7% | -15% | 6% | -10% | 6% | 4
7: O=C(O)CNC(=S)N(Cc1ccccc1)Cc1cccnc1
→ -1% | 33%[activator] | 0.1% | 0% | 7% | 6% | 5% | -2% | -1% | -3
8: Cc1ccnc2nc(C(=O)Nc3ccc(N4CCOCC4)cc3)nn12
→ -1% | -7% | 0.4% | 58% | 14% | 8% | 0% | u | 1% | 0
9: COc1ccc2c(c1)CCC(C)N2C(=O)C(=O)c1c[nH]c2ccccc12 (stereo not given)
→ -2% | -2% | -0.3% | -34% | -5% | -20% | -3% | -11% | -3% | 7
10: COc1ccccc1OCC(=O)NCC(C)NC(=O)COc1ccccc1OC (stereo not given)
→ -1% | x | -0.1% | 2% | 3% | 29% | -1% | 14% | -1% | 4
11: CC(=O)c1c(OC(=O)c2ccccc2Br)ccc2c(C)cc(=O)oc12
→ -2% | 133%[activator] | 0.2% | 5% | 3% | -1% | -1%[46.1 µM] | -3% | -1% | 10
12: COc1ccc(S(=O)(=O)N(C)CC(=O)Nc2ccc3c(c2)OCCO3)cc1
→ -1% | x | -0.2% | -26% | -2% | -18% | -5% | -18% | 10% | 6
13: CN1CCC(=C(c2ccccc2)c2ccc(Br)cc2)CC1
→ -3% | x | x | -28% | x | -66%[inhibitor] | 7% | x | x | x
14: Clc1nc2c(ccc3ccccc32)[nH]1
→ -3% | -1% | 0.3% | u | 11% | -7% | 0% | u | 3% | -2
15: C/C(N)=C(/C#N)C(=O)CSc1nnc(C)n1-c1ccccc1
→ 2% | -1% | -0.2% | -22% | 2% | 0% | -1% | -3% | 0% | -3
16: COc1ccc(N=CC2=C(O)CCCC2=O)cc1
→ -2% | 6% | -0.1% | 11% | u | -7% | 4% | u | -3% | 2
17: CC1CN(S(=O)(=O)c2ccccc2)C(C)N1C(=O)N1CCOCC1 (stereo not given)
→ -1% | 17% | -0.7% | 8% | 2% | -60%[inhibitor] | 1% | 8% | 4% | 0
18: Cc1cc(Nc2cccc(F)c2)n2c(n1)nc1ccccc12
→ -5% | -1% | -1.3% | 9% | -6% | 6% | x | 10% | 1% | 4
19: C[C@H](O)C(=O)C1=Nc2c(nc(N)[nH]c2=O)NC1
→ u | -11% | 0.0% | -5% | 6% | x | -1% | u | -8% | 0
20: CCn1cnc2cc(NCc3ccncc3)ccc21
→ -5% | 5% | -1.3% | 0% | 7% | 5% | 0% | 3% | 3% | -2
21: Cc1ccc(C(c2sc3nc(C)nn3c2O)N2CCN(c3ccccc3F)CC2)cc1 (stereo not given)
→ -7% | -1% | 0.1% | -12% | -10% | 4% | 6% | 0% | 1% | -3
22: CCCc1nnc(NC(=O)CCC(=O)N2CCCCC2CC)s1 (stereo not given)
→ -3% | 1% | 0.2% | 0% | -2% | 5% | 4% | -9% | -3% | -2
23: CCN(CC)C(=O)C(=O)Nc1ccc(F)c(Cl)c1
→ 3% | -2% | -0.1% | 8.9µM* | 6% | -17% | 2% | u | 6% | 4
24: Cc1noc(C)c1CC(=O)N1CCCC(C(=O)c2ccc(C(C)(C)C)cc2)C1 (stereo not given)
→ -6% | -7% | 0.0% | -20% | -2% | -13% | 0% | u | 4% | u
25: CNc1c(NC(=O)C2CCC(C)CC2)c(=O)oc2ccccc12 (stereo not given)
→ -5% | u | -0.7% | 10% | 11% | 12% | -1% | 14% | 2% | 6
26: CC1CCC(C(=O)NC(C(=O)N2CCc3ccccc3C2)C(C)C)CC1 (stereo not given)
→ -3% | 13% | 0.1% | 1% | -2% | 4% | x | -13% | 11% | -1
27: COc1ccc(NC(=O)c2cc3ccccc3oc2=O)c(OC)c1
→ 0% | 6% | 3.0% | 58% | 25% | 4% | 5% | u | -5% | 14
28: COc1ccc(CNC2=CC(=O)CC(C)(C)C2)cc1
→ -5% | 7% | 0.3% | -1% | 3% | -25% | -4% | 0% | 12% | 1
29: COc1ccc(CN2CCN(C(C)C(=O)N(C)Cc3cccc(F)c3)CC2)cc1OC (stereo not given)
→ -6% | 14% | -0.3% | -22% | 2% | 9% | -3% | 1% | 32% | -1
30: CC(=O)NC(Cc1ccc(C(C)C)cc1)C(=O)NC1CCN(c2nc(C)cc(C)n2)CC1 (stereo not given)
→ -1% | -7% | -0.8% | 0% | -3% | 0% | -9% | 7% | 13% | 16
31: Cc1cccc2c1c(N=NC(N)=S)c(O)n2C1OC(CO)C(O)C(O)C1O (stereo not given)
→ 4% | 1% | -0.3% | 9% | x | -12% | 3% | -1% | 4% | 2
32: COc1ccc(-c2cn3c(C)c(C(=O)Nc4cccc(NC(C)=O)c4)sc3n2)cc1
→ -3% | 47%[activator] | -0.3% | -3%[1.84 µM] | 7% | 25% | 0% | 14% | -1% | x
33: CC(c1cccnc1)N(CCN(C)C)C(=O)Nc1ccc(Cl)cc1 (stereo not given)
→ -6% | 2% | -0.6% | -4% | 6% | 18% | 1% | 16% | -4% | 0
34: Cc1cc(=O)n(-c2ccc(Cl)cc2)c(=O)[nH]1
→ -2% | -1% | 0.1% | 37% | 2% | 0% | 1% | 2% | 0% | -1
35: COc1ccc(-c2ccc3nnc(SCC(=O)N4CCCC4)n3n2)cc1
→ -1% | x | -0.8% | -10% | -5% | -13% | -4% | -10% | 9% | -7
36: CCCCNC(=O)N1CCN(C(=O)C2CCCO2)CC1 (stereo not given)
→ 1% | -26% | -0.1% | -7% | 1% | 9% | -4% | 6% | 1% | -3
37: N/C(=N\OC(=O)C12CC3CC(CC(C3)C1)C2)c1ccccc1
→ -6% | -6% | 0.2% | 9% | 11% | -33% | -1% | 16% | 14% | 1

Whole records as entered above. Screens in order: TSG101-PTAP inh, CXXC DNA block, B2AR arrestin, BRCA1 expr act, p53 reactivation, a7 integrin act, TCR activator, ELG1 DNA repair, A-T KAP1 phos, TRPV1 ag
CNc1c(NC(=O)C2CCC(C)CC2)c(=O)oc2ccccc12 (stereo not given) reads -5%, u, -0.7%, 10%, 11%, 12%, -1%, 14%, 2%, 6
COc1ccc(CNC2=CC(=O)CC(C)(C)C2)cc1 reads -5%, 7%, 0.3%, -1%, 3%, -25%, -4%, 0%, 12%, 1
N/C(=N\OC(=O)C12CC3CC(CC(C3)C1)C2)c1ccccc1 reads -6%, -6%, 0.2%, 9%, 11%, -33%, -1%, 16%, 14%, 1
COc1nc(N(C)C)nc(N(C#N)CCOC(C)=O)n1 reads -1%, -28%, 0.3%, -4%, -2%, 0%, -1%, 12%, -1%, 3

Fetched by structure from above:
Value order – TSG101-PTAP inh | CXXC DNA block | B2AR arrestin | BRCA1 expr act | p53 reactivation | a7 integrin act | TCR activator | ELG1 DNA repair | A-T KAP1 phos | TRPV1 ag
26: CC1CCC(C(=O)NC(C(=O)N2CCc3ccccc3C2)C(C)C)CC1 (stereo not given)
→ -3% | 13% | 0.1% | 1% | -2% | 4% | x | -13% | 11% | -1
3: C=CCN(C)NC(=O)Nc1ccccc1
→ -5% | -2% | 0.1% | 3% | -10% | 12% | 4% | 8% | 5% | -3
23: CCN(CC)C(=O)C(=O)Nc1ccc(F)c(Cl)c1
→ 3% | -2% | -0.1% | 8.9µM* | 6% | -17% | 2% | u | 6% | 4
14: Clc1nc2c(ccc3ccccc32)[nH]1
→ -3% | -1% | 0.3% | u | 11% | -7% | 0% | u | 3% | -2
11: CC(=O)c1c(OC(=O)c2ccccc2Br)ccc2c(C)cc(=O)oc12
→ -2% | 133%[activator] | 0.2% | 5% | 3% | -1% | -1%[46.1 µM] | -3% | -1% | 10
